HSP90 inh: HSP90 refolding inhibition in rabbit reticulocyte lysate; 0.91% of 290,000 active; luciferase refolding luminescence, 3 h; inhibition, % at 5.6 µM; AID 1789;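 active = inhibition above the screen-wide mean plus 3 SD, computed separately per campaign, cut at about 16% in these data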;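 also: 0% = DMSO wells and 100% = 60 µM geldanamycin wells; inhibitors lower the luminescence because luciferase stays unfolded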
HSF1 inhib: HSF1 inhibition; NIH3T3-HGL HSE-luciferase, MG132-induced, luminescence 8 h; stronger effect = lower value; activity change, negative = inhibition, % at 7.5 µM (by protocol); 0.77% of 300,000 active; AID 2098;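 active = more than half of replicate wells show activity change below -50%, luminescence cut by over half; inconclusive = some wells, but at most half, below -50%; inactive = no replicate well below -50%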;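 also: luciferase reports HSF-1 transcriptional activity via heat shock element; 0% = median of DMSO wells and -100% = zero luminescence signal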
KLF5 inh: kruppel-like factor 5 inhibition; DLD-1 KLF5 promoter-luciferase reporter, luminescence; inhibition, % at 5 µM; 0.23% of 290,000 active; AID 1700;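 active = inhibition above a per-plate limit of that plate's mean compound inhibition plus 3 SD, cut at about 60% in these data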;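 also: 0% = DMSO wells and 100% = LY294002 at 200 µM; higher means less KLF5 promoter-driven luciferase light; inactives centre near -14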
aSyn UTR inh: MLPCN primary screen, SNCA 5' untranslated region | inhibition, % (tested at 7.5 µM) | AID 1813 | alpha-synuclein 5'UTR reporter, inhibitor activity | 0.82% of 300,000 active; in the data active = inhibition above about 60%; inconclusive = no clear call, values can overlap the other calls;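 also: H4 neuroglioblastoma cells stably carrying SNCA 5'UTR luciferase fusion; 0% = DMSO wells and 100% = positive control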
IEC-6 tox: kills IEC-6 intestinal cells in KLF5 counter-screen. 0.78% of 290,000 active. inhibition, % at 5 µM. IEC-6 cytotoxicity, luminescence viability; in the data active = inhibition above about 22%;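 also: 0% = plate median of test compound wells and 100% = cytotoxic reference compound wells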
Platelet DG rel: platelet dense granule release activity | inhibition, %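 (compounds screened at 7.5 µM in platelet-rich plasma)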 | human platelet-rich plasma, SFLLRN dense granule ATP release, luminescence | 0.22% of 300,000 active | AID 1663;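 active = mean replicate score, as percent of positive control, at or above 50; inconclusive = mean below 50 but at least one replicate at or above 50; inactive = mean and every replicate below 50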
HIF act: HIF pathway transcriptional activation | U2OS HRE-luciferase reporter, luminescence; normalized: DMSO 0%, desferrioxamine 100% | activation, % at 7.5 µM (by protocol) | 0.32% of 300,000 active;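 active = mean activation of at least 10% of the iron chelator positive control signal, with at least half of replicates also reaching 10%; inconclusive = mean and replicate majority disagree about reaching 10%; inactive = mean and most replicates under 10%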
AI-2 QS mod: Vibrio harveyi AI-2 quorum sensing modulation. Vibrio harveyi JMH597 AI-2 luminescence/OD600 ratio, 9 h; stronger effect = lower value; strain lacks LuxN and CqsS sensors; 0 = neutral-control median. activity change, % at 7.5 µM. 0.4% of 300,000 active; in the data active = activity change below about -75%, passing the limit was not always enough; inconclusive = no clear call, values can overlap the other calls;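 also: luminescence divided by OD600 gain over 9 h not by final OD600 alone; inactives centre near 13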
HDAC3 inhib: human HDAC3 inhibition | inhibition, % at 8.3 µM | recombinant HDAC3, fluorogenic peptide/trypsin coupled, fluorescence | O15379 | 0.15% of 320,000 active | AID 2718; in the data active = inhibition above about 26%, passing the limit was not always enough; inconclusive = no clear call, values can overlap the other calls
Target sequence (O15379 whole entry, looked up): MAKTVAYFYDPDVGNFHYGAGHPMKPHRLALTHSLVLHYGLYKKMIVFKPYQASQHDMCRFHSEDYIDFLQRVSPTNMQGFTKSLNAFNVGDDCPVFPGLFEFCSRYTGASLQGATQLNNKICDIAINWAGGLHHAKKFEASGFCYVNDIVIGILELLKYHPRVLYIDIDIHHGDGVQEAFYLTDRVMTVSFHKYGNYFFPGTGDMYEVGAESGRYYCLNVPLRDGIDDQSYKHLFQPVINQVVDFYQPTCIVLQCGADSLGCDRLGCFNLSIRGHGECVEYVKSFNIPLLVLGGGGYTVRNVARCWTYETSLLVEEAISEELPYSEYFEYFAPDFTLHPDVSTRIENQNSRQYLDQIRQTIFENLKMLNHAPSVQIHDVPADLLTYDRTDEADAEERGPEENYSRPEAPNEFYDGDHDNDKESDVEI
HSF1 activator: increases HSF-1 driven luciferase reporter signal; 1.7% of 300,000 active; AID 504408; NIH3T3-HGL HSF-1 luciferase reporter, MG132, 8 h; 100% = twice DMSO control signal; activation, % at 9 µM;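 active = mean replicate activation of at least 50% with a set share of replicates each reaching 50%; inconclusive = only one of those two conditions met; inactive = mean below 50% and too few replicates reaching it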;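 also: 0% = median of the neutral control wells and 100% = twice that signal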
An asterisk follows results filed as active; ? = inconclusive; / = not tested or not shown. Outcome played no part in choosing rows. Share with any hit: about 5%.

SMILES	HSP90 inh	HSF1 inhib	KLF5 inh	aSyn UTR inh	IEC-6 tox	Platelet DG rel	HIF act	AI-2 QS mod	HDAC3 inhib	HSF1 activator
COc1ccc2[nH]c(=O)c(CN(Cc3cccs3)C(=S)NCC3CCCO3)cc2c1 (centres undefined)	-5	3	-15	-9	4	2	-0.1	-1	-3	4
Cc1scc(-c2n[nH]c(=S)n2Cc2ccccc2)c1C	6	0	13	26	1	-3	0.1	-10	0	-20
COC(=O)c1ccc(N2C(=O)CC(N3CCC(O)(c4ccc(Br)cc4)CC3)C2=O)cc1 (centres undefined)	6	-1	0	25	6	6	-0.4	22	-6	-16
CC(=O)C1=C(C)NC(=O)CC1c1ccc(F)cc1 (centres undefined)	2	-5	10	-4	-2	0	-0.5	12	-1	-20
O=c1cc(CN2CCC(Cc3ccccc3)CC2)nc2sccn12	9	-6	-9	-21	-4	-8	0.8	7	7	8
Cc1cc(OCCN2CCCC2)ccc1C(C)C	-4	-7	1	-29	0	-3	0.2	12	6	21
COc1cc(C(=O)NCCC(=O)N2CCCCC2)cc(OC)c1OC	0	-2	-34	0	6	1	-0.2	1	1	-12
CCOc1ccc(S(=O)(=O)N2CCCC(C(=O)Nc3cccc(C)c3)C2)cc1 (centres undefined)	2	1	-26	16	7	9	0.3	20	7	0
COc1cc(NC(=O)c2cccs2)c(OC)cc1NC(=O)CCC(=O)Nc1ccc(C)cc1	-1	-1	-8	12	3	-1	-0.6	8	2	0
Cc1ccc(NC(=O)C(C)OC(=O)Cn2[nH]c(=O)c3ccccc3c2=O)cc1 (centres undefined)	/	-4	/	-30	/	2	-1.1	37	4	-4
Cc1ccnc(NC(=O)c2cccc(OC(F)F)c2)n1	-4	-2	-19	-77	-2	5	2.1	3	3	19
CC1(c2ccc(Cl)cc2Cl)NC(=O)N(CC(=O)Nc2ccc3[nH]c(=O)[nH]c3c2)C1=O (centres undefined)	/	-2	/	6	/	-5	0.7	/	0	-2
O=C(NCc1ccco1)c1ccc(F)c(S(=O)(=O)N2CCCCC2)c1	4	-7	-4	14	-2	1	-0.2	19	-1	2
CCCOC(=O)C1=C(C)N(C)C(=O)NC1c1cc2c(cc1Br)OCO2 (centres undefined)	-1	-2	-1	2	4	0	-0.6	1	-7	19
CCOc1ccc(N2C(=O)CC(Sc3nc(C)cc(C)c3C#N)C2=O)cc1 (centres undefined)	1	-5	-38	-18	4	11	-0.7	7	1	-15
CCOc1ccc(N2CC(C(=O)Nc3cccc(C)c3C)CC2=O)cc1 (centres undefined)	2	-2	-28	17	-1	2	-0.3	18	-5	-4
COc1ccc(Cn2c(-c3ccco3)nc3c(c(=O)c4ccccc4n3C)c2=O)cc1	-1	0	-4	14	-6	-29	0.1	23	5	7
Cc1cc(OCc2cc(C(=O)N3CCC(Oc4cccnc4)CC3)no2)cc(C)c1Cl	3	-4	-8	-3	7	-16	0.1	57	-6	-21
CC(C)c1ccc(NC2CCCN(C(=O)CC3CCCC3)C2)cc1 (centres undefined)	1	5	-36	-17	0	-16	0.0	18	4	8
CCc1cc(C(=O)c2ccc(C)cc2)c(NC(=O)CCl)s1	2	-1	-17	0	-1	9	1.4	32	4	-19
CCNc1nc(OC)nc(N2CCC(Cc3ccccc3)CC2)n1	0	-2	-9	32	-8	23	0.2	17	2	0
COC(=O)c1ccccc1NC(=O)N[C@@H](C)C(=O)OC	-4	-1	-10	27	3	6	0.3	14	-3	-3
CCOc1ccc(/C=C2/SC(=O)NC2=S)cc1	-3	4	-110	-95	0	-21	1.2	36	0	7
CCN(C(=O)c1ccc(S(=O)(=O)N(C)C)cc1)C(C)C(=O)Nc1ccc(C)cc1 (centres undefined)	3	-36	-21	14	-1	7	2.3	1	-17	-44
O=C(NNC(=O)c1ccccc1OCc1ccccc1)c1ccccc1O	-3	10	50	65*	8	5	3.6	16	-1	11

Some of these compounds in order of the HSF1 activator value, ascending.
SMILES | HSF1 activator
CCc1cc(C(=O)c2ccc(C)cc2)c(NC(=O)CCl)s1 | -19
CCOc1ccc(N2CC(C(=O)Nc3cccc(C)c3C)CC2=O)cc1 (centres undefined) | -4
COc1ccc2[nH]c(=O)c(CN(Cc3cccs3)C(=S)NCC3CCCO3)cc2c1 (centres undefined) | 4
CCOc1ccc(/C=C2/SC(=O)NC2=S)cc1 | 7

Further records:
SMILES	HSP90 inh	HSF1 inhib	KLF5 inh	aSyn UTR inh	IEC-6 tox	Platelet DG rel	HIF act	AI-2 QS mod	HDAC3 inhib	HSF1 activator
CC1CCCCN1C(=O)COC(=O)c1cc([N+](=O)[O-])ccc1N1CCOCC1 (centres undefined)	/	2	/	12	/	23	0.2	7	6	13
COc1ccccc1C(=O)NCCC(=O)N1CCN(c2ccccc2Cl)CC1	/	6	/	2	/	-9	-0.3	46	1	6
CCN(CC)S(=O)(=O)c1ccc(C(=O)/C=C/c2ccc(-c3ccc([N+](=O)[O-])cc3)o2)cc1	13	0	-17	6	-2	4	0.2	-13	-6	-5
CCC1=NN(C(=O)CCc2ccccc2O)C(O)(C(F)(F)F)C1 (centres undefined)	-4	-1	11	13	-8	5	0.1	8	-1	2
CCCCCCc1cc2cc(C(=O)NC)c(=N)oc2cc1O	-1	-5	-22	-18	0	8	0.7	25	-11	-2
O=C(O)C1CC=CCC1C(=O)Nc1ccc2c(c1)CCC2 (centres undefined)	-4	-20	-2	-37	4	11	0.1	13	-1	-27
Cc1nc(CS(=O)c2ccc(Cl)cc2)cc(NCc2ccc(Cl)cc2Cl)n1 (centres undefined)	2	5	0	18	2	-2	-0.4	13	9	35
CCc1nc(N2CCCCC2C)c2oc3ccccc3c2n1 (centres undefined)	-2	-3	1	-2	-6	-4	0.5	16	9	-1
COC(=O)c1ccc(NC(=O)c2ccc(NC(=O)c3ccco3)cc2)cc1	0	0	-36	24	-4	5	-1.5	31	-4	19
Cc1ccc(CSC2=NCCN2S(=O)(=O)c2ccccc2)cc1	1	-16	-3	8	-6	0	0.3	10	-20	-25
CCc1ccc(-n2c(SCC(=O)Nc3cccc(S(=O)(=O)NC4=NCCCCC4)c3)nc3ccccc3c2=O)cc1	11	11	-45	29	4	-2	-0.4	18	3	-3
COC(=O)c1sccc1NC(=O)c1ccc2c(c1)OCO2	3	-5	1	-91	4	24	-0.2	11	-1	-3
CC(C)(O)c1cn(-c2nonc2N)nn1	2	-12	-20	-2	-3	6	-0.8	23	0	-4
Cc1nn(C)cc1/C=C1\SC(=S)NC1=O	5	-6	11	13	4	-2	0.1	47	0	8
COc1ccc(CN(C(=O)/C=C/c2ccco2)C2CCS(=O)(=O)C2)cc1OC (centres undefined)	2	-4	-7	9	8	18	/	14	4	5
COc1cccc(NC(=O)Cc2nnc(SCC(=O)c3ccccc3)n2C)c1	1	-4	-26	-21	6	-35	0.0	16	/	14
COc1cccc(C2c3[nH]c4ccccc4c3CCN2Cc2ncc[nH]2)c1 (centres undefined)	3	13	-10	-54	6	-2	0.5	22	7	-9
COc1ccc(OC(=O)c2c(C)nn(-c3ccccc3)c2C)cc1	4	22	-42	-103	1	9	3.4	-37	6	45
COc1ccccc1N(Cc1ccccc1)S(=O)(=O)c1cc(C(=O)O)ccc1Cl	-2	0	11	15	1	-9	-0.2	-2	3	-5
Cc1cc2c(cc1C)-c1c(ssc1=Nc1ccc(S(N)(=O)=O)cc1)C(C)(C)N2	8	6	-15	0	-2	-11	-2.4	8	1	1
COc1ccc(/C=N/NC(=O)c2cc(-c3ccc(C)cc3C)nc3ccccc23)cc1COC(C)=O	4	3	5	-12	-5	9	-0.4	40	13	0
O=C(/C=C/C(=O)N1CCc2ccccc2C1)N1CCc2ccccc2C1	-2	0	-1	12	1	-9	1.8	14	-3	0
Cc1cc(C(=O)NCC(=O)OCC(=O)N(C2CCCCC2)C2CCCCC2)ccc1[N+](=O)[O-]	1	2	-14	-1	-3	-4	-0.3	19	0	12
Cc1occc1-c1nnc(SCC(=O)Nc2ccccc2)n1Cc1ccccc1	6	-2	-2	16	5	-1	0.3	6	-3	-4
CSCC[C@@H](C(=O)O)N1Cc2ccccc2C1=O	/	5	/	1	/	-5	-0.2	24	-2	9
(next part)
SMILES	HSP90 inh	HSF1 inhib	KLF5 inh	aSyn UTR inh	IEC-6 tox	Platelet DG rel	HIF act	AI-2 QS mod	HDAC3 inhib	HSF1 activator
Cc1cccc(-n2nnnc2SCC(=O)Nc2cccc(S(N)(=O)=O)c2)c1	1	-4	-3	6	-5	1	-0.2	30	-4	4
CCOC(=O)c1sc(NC(=O)Cn2nnc3sc4c(c3c2=O)CCC(C(C)(C)C)C4)nc1C (centres undefined)	-5	6	-7	-13	-7	3	0.0	8	10	5
Cc1ccc(C(=O)NCCN2C3=NC[C@@H](Cc4ccccc4)N3C[C@H]2Cc2ccc(O)cc2)cc1Br	6	5	12	-4	2	-2	0.2	27	3	2
COc1cc(-c2noc(C)c2C(=O)NCCc2c[nH]c3ccccc23)cc(OC)c1OC	2	13	-45	-24	6	-1	0.0	-10	-11	11
COc1cc2oc3ccccc3c2cc1N(CC(=O)N(C)C)S(=O)(=O)c1ccccc1	2	13	-14	19	0	-15	-0.1	19	3	12
O=C(CSc1nnc2ccc(-c3ccncc3)nn12)Nc1ccc(F)cc1	/	-5	/	2	/	-4	-0.3	14	/	-6
Nc1cc(F)ccc1N1CCCCCC1	3	-1	-25	-5	-5	-1	0.4	10	-2	11
CN(C)c1ccc(C2N(c3ccc(Cl)cc3)C(=O)C3CCCN32)cc1 (centres undefined)	1	4	-13	-13	-1	5	0.4	5	0	-4
O=C(COC(=O)Cn1cnc2ccccc2c1=O)Nc1ccccc1Sc1ccc(Cl)cc1	-2	-5	-1	0	5	1	0.3	-9	-8	6
CSc1ccccc1C(=O)N1CCCC(CCC(=O)NCc2ccc(F)c(F)c2)C1 (centres undefined)	1	-1	-16	-6	-4	-3	0.2	10	-5	-4
N#Cc1c(-c2ccc3c(c2)OCO3)csc1N	-1	-81*	6	-59	-1	1	1.3	2	-2	-83
CCOc1ccc(NC(=O)CSc2nc(=O)n(CCN3CCOCC3)c3c2CCCC3)cc1	/	-7	/	4	/	-1	0.6	-3	2	1
Cc1ccccc1C(=O)NC1CC2CCC(C1)N2Cc1ccccc1 (centres undefined)	-4	-7	-7	0	3	3	-0.1	0	-1	-14
COc1cc(NC(=O)c2ccc([N+](=O)[O-])o2)ccc1NC(=O)c1cccs1	-2	69	-32	-82	-3	5	-0.1	27	-1	127*
CCO[C@H]1OC(C(=O)O)=C[C@@H](C2CC2)[C@@H]1CCCO	2	-5	1	11	3	-1	-7.5	12	-16	2
COc1ccc(C)cc1NC(=O)C1CC(=O)N(CCc2ccccc2)C1 (centres undefined)	1	?	-16	9	10	-2	0.5	12	-6	-35
O=C1Nc2cccnc2N(C(=O)CCl)c2ccccc21	-1	-4	-9	-17	8	-8	-0.4	5	5	3
COC(=O)/C=C1/S/C(=N/N=C/c2ccco2)NC1=O	1	-1	-8	-10	-2	8	-0.2	8	0	0
Cc1ccccc1-n1c(O)c(/C=N/N2CCCCC2c2cccnc2)c(=O)[nH]c1=O (centres undefined)	2	-12	-5	-10	0	-3	0.0	18	1	12

Source: PubChem (several laboratories)
